# Compound activity: PubChem, National Center for Advancing Translational Sciences (NCATS)
# SNCA expr inh = SNCA gene expression inhibition; 0.17% of 140,000 active; Potency, µM (series often up to 57.2 µM), without a hit: top-dose activity change, negative = inhibition, actives largely listed as inhibitors; HEK-293 SNCA-luciferase knock-in, luminescence, 24 h;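 further: potency means the concentration at half of the fitted maximal effect; plate controls were DMSO cells for no effect and cell-free wells for full effect; nearly all actives have a fitted effect of over 45% in size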
# HEK cytotox = kills HEK 293 cells; HEK 293 viability, ATP luminescence (CellTiter-Glo), 48-72 h; Potency, µM (series often up to 115 µM), for the others: at the top dose activity change, negative = cytotoxicity, usual class: inhibitors; 6.6% of 94,000 active; AID 1345083; further: potency means the concentration at half of the fitted maximal effect; nearly all actives have a fitted effect of over 60% in size
#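 Luminescence from cellular ATP, measured with CellTiter-Glo, indicates HEK 293 viability. Cells plated at 250 cells/well are treated with compound for 48 or 72 hr at 37 degree Celsius before reagent addition.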
# GPT2 inh = blocks human glutamate pyruvate transaminase 2; Q8TD30; Recombinant GPT2, coupled pyruvate oxidase/HRP Amplex Red fluorescence; Potency, µM (series often up to 57.7 µM), for the others: top-dose activity change, negative = inhibition, usual class: inhibitors; 0.25% of 100,000 active; further: potency means the concentration at half of the fitted maximal effect; nearly all actives have a fitted effect of over 60% in size; many of its hits are not listed in these tables
#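 Inhibition is scored from Amplex Red fluorescence generated when pyruvate oxidase and HRP act on pyruvate released by GPT2. Reactions contain 10ng/uL enzyme, 250uM a-KG and 2mM L-alanine and run 30 min at room temperature.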
# 3T3 cytotox = cytotoxic compounds in NIH 3T3 cells; NIH 3T3 viability, CellTiter-Glo ATP luminescence, 48-72 h; Potency, µM (doses to about 96.7 µM), for inactives: at the highest dose activity change, negative = cytotoxicity, hits mostly inhibitors; 4.3% of 94,000 active; further: potency means the concentration at half of the fitted maximal effect; nearly all actives have a fitted effect of over 55% in size
#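 Cytotoxicity is measured as loss of cellular ATP: NIH 3T3 cells (400/well) are exposed to compound for 48 or 72 hr at 37 °C, then CellTiter-Glo luminescence is imaged after 10 min at room temperature.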
# IP6K1 inhibitor = IP6K1 kinase inhibition; Q92551; IP6K1 kinase, ADP-Glo luminescence, 2 h; stronger effect = lower value; activity change, % (series mostly up to about 58 µM); 0.81% of 140,000 active; AID 1645851; in the data active means activity change below about -25%
# Target sequence (Q92551 whole entry, looked up): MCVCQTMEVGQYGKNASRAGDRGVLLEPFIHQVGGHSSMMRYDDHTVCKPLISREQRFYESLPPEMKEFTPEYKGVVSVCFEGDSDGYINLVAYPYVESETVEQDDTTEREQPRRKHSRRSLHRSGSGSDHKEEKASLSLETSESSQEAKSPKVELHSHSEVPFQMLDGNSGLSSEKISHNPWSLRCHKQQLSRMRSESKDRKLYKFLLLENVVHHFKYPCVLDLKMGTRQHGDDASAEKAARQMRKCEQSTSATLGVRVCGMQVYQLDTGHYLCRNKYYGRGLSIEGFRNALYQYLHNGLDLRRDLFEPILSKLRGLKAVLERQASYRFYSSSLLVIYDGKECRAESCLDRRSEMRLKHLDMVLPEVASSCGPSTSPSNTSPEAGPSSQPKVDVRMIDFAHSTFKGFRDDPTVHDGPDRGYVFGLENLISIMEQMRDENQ
#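 ADP-Glo luminescence measures ADP made by human IP6K1 during a 2 h RT reaction with ATP/IP6 (mix at 1.3 mM/130 uM); top library doses 57.5 and 19.1 uM final.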
# FLuc inh = inhibitors of firefly (Photinus pyralis) luciferase; P08659; purified P. pyralis luciferase, luminescence, biochemical; Potency, µM (doses to about 115 µM), for the others: at the highest dose activity change, negative = inhibition, usual class: inhibitors; 2.5% of 76,000 active; AID 1347043; further: potency means the concentration at half of the fitted maximal effect; nearly all actives have a fitted effect of over 65% in size
# Target sequence (P08659 whole entry, looked up): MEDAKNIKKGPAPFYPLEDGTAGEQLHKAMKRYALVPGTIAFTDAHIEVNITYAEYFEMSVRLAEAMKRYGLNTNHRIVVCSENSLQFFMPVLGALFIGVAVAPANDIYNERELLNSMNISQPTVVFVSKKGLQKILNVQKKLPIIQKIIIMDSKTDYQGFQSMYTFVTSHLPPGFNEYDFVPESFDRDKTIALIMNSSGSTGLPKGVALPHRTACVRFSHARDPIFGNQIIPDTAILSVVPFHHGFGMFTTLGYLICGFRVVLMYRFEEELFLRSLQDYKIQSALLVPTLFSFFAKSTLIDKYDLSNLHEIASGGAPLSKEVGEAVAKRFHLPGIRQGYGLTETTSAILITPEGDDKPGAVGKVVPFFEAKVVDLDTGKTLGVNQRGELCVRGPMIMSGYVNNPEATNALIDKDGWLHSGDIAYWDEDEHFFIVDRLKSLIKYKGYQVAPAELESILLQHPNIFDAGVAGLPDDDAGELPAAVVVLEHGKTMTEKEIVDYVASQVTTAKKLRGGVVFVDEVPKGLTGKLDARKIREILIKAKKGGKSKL
#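 FLuc 10nM, D-luciferin 10uM, ATP 10uM, Mg acetate 10mM, Tris acetate pH 7.5, Tween/BSA; cpd qHTS; enzyme added last; CCD luminescence.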
# HEK293 viab = counter-screen for SNCA expression inhibitors: cell viability; HEK-293-SNCA-luc viability, GF-AFC fluorescence, 24 h; Potency, µM (series often up to 57.1 µM), without a hit: at the top dose activity change, negative = cytotoxicity, usual class: cytotoxic; 0.12% of 150,000 active; AID 1671193;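 further: potency means the concentration at half of the fitted maximal effect; 0% = DMSO-treated cells and -100% = medium-only wells without cells; nearly all actives have a fitted effect of over 30% in size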
#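 Cytotoxicity counterscreen: after 24 h compound treatment of genome-edited SNCA-luciferase HEK-293 cells, live-cell protease substrate GF-AFC read by fluorescence after 30 min; activity scaled between DMSO (0%) and medium-only (-100%), curves Hill-fitted.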
# Starred values were filed as active, the others as inactive; i = inactive; ? = inconclusive; nt = no result given; [ ] = remark or other dose. Unless noted, the call rests on the fitted dose curve; in most records, active means well fitted curve in the direction sought with a large enough effect; inconclusive means small, poorly fitted or top-dose-only effect, or another doubt; inactive means no such curve, though single readings can be large; an effect the other way counts as inactive or inconclusive. Unless noted, on the % scale 0 is the no-effect control and ±100 the full control effect.
# Below each compound: SNCA expr inh	HEK cytotox	GPT2 inh	3T3 cytotox	IP6K1 inhibitor	FLuc inh	HEK293 viab
COc1ccc(CNC(=O)C2CCN(C(=O)c3cc4c(=O)[nH]c(C)cn4n3)CC2)cc1
 : 15%	12%	i	i	-3	-22%	6%
O=C(NC1CCN(Cc2ccccc2)CC1)C1CC(=O)N(c2n[nH]c3cccc(F)c23)C1 (configuration not stated)
 : -14%	-1%	?	i	3	2%	5%
CCOCCOC1CCN(C(=O)NCCc2ccccc2)CC1
 : 71%[activator]	-4%	i	1%	17	-20%	-2%[12.5 µM]
O=C(CC1CCN(C(=O)c2ccccc2F)C1)NCc1ccccc1 (configuration not stated)
 : -19%	-1%	-1%	-8%	-18	2%	4%[12.5 µM]
COc1ccccc1-c1ccc(C(=O)N2CCC(C(=O)NCCSC)CC2)cc1
 : 19%	?	i	?	-3	nt	-2%[12.5 µM]
COc1ccc(C2=CC(c3ccc(N(C)C)cc3)n3nnnc3N2)cc1 (configuration not stated)
 : 71%[activator]	nt	nt	nt	10	nt	?
O=C(Nc1ccc(Cl)cc1)NC1CCCN(c2nc3ncccc3o2)C1 (configuration not stated)
 : -22%	?	2%	?	-1	-19%	-14%
COC[C@@H]1CN(C(=O)CC(C)C)C[C@H]1c1ccccn1
 : -1%	3%	4%	-13%	4	nt	0%
O=C(c1ccccc1F)N1CC(N(Cc2cccnc2)C(=O)Nc2ccccc2)C1
 : -8%	-23%	-8%	1%	-2	2%	-2%
COc1cc2c(cc1OC)C(COc1ccc3c(C)cc(=O)oc3c1)N(C(=O)c1ccccc1F)CC2 (configuration not stated)
 : 2%	nt	nt	nt	-14	nt	-1%
Cc1ccc(CSC2=Nc3ccccc3C3=NC(CCC(=O)NCc4cccs4)C(=O)N23)c(C)c1 (configuration not stated)
 : -28%	nt	nt	nt	-9	nt	-2%
Cc1ccc(-c2ccccc2CN)c(C)c1
 : 11%[87.6 µM]	112µM*	1%[88.5 µM]	100µM*	-4	nt	1%[87.6 µM]
Cc1ccc(C(=O)N2CCC(C(=O)N3CCC(c4nc5ncccc5[nH]4)CC3)CC2)cc1
 : -1%	2%	-2%	-6%	3	nt	-4%
CN(C)C[C@@H]1CN(S(C)(=O)=O)C[C@H]1NC(=O)c1cccn1C
 : 7%	i	i	i	2	1%	5%
CN1C(=O)C(c2ccccc2)CC12CCN(c1ccnc(N)n1)CC2 (configuration not stated)
 : -2%	-29%	-17%	?	10	3%	-21%
CCc1nc2c(c(-c3ccc(Cl)cc3)n1)CCN(C(=O)c1ccccc1)CC2
 : 16%	?	i	-24%	-8	1%	-16%
O=C1CC(c2noc(-c3ccoc3)n2)CN1C1CCCCC1 (configuration not stated)
 : 0%	2%	i	-12%	0	-7%	7%
C[C@]1(O)CC[C@@H]2C(C(=O)O)=CO[C@@H](O[C@@H]3O[C@H](COC(=O)c4ccc(O)cc4)[C@@H](O)[C@H](O)[C@H]3O)[C@@H]21
 : nt	nt	2%[27.3 µM]	nt	13	nt	-10%[23.9 µM]
Cc1cc(CCCOc2c(C)cc(-c3noc(C(F)(F)F)n3)cc2C)on1
 : 10%[25.6 µM]	nt	3%	nt	-3	nt	-19%[23.9 µM]
O=C(NCc1ccccc1Cl)c1nnc(Cc2cccc(F)c2)o1
 : -19%	nt	nt	nt	-2	nt	4%

# A second format for 4 compounds above:
Compound: CCc1nc2c(c(-c3ccc(Cl)cc3)n1)CCN(C(=O)c1ccccc1)CC2
  SNCA expr inh: 16%
  HEK cytotox: ?
  GPT2 inh: i
  3T3 cytotox: -24%
  IP6K1 inhibitor: -8
  FLuc inh: 1%
  HEK293 viab: -16%
Compound: O=C1CC(c2noc(-c3ccoc3)n2)CN1C1CCCCC1 (configuration not stated)
  SNCA expr inh: 0%
  HEK cytotox: 2%
  GPT2 inh: i
  3T3 cytotox: -12%
  IP6K1 inhibitor: 0
  FLuc inh: -7%
  HEK293 viab: 7%
Compound: C[C@]1(O)CC[C@@H]2C(C(=O)O)=CO[C@@H](O[C@@H]3O[C@H](COC(=O)c4ccc(O)cc4)[C@@H](O)[C@H](O)[C@H]3O)[C@@H]21
  SNCA expr inh: nt
  HEK cytotox: nt
  GPT2 inh: 2%[27.3 µM]
  3T3 cytotox: nt
  IP6K1 inhibitor: 13
  FLuc inh: nt
  HEK293 viab: -10%[23.9 µM]
Compound: Cc1cc(CCCOc2c(C)cc(-c3noc(C(F)(F)F)n3)cc2C)on1
  SNCA expr inh: 10%[25.6 µM]
  HEK cytotox: nt
  GPT2 inh: 3%
  3T3 cytotox: nt
  IP6K1 inhibitor: -3
  FLuc inh: nt
  HEK293 viab: -19%[23.9 µM]

# More entries:
# Below each compound: SNCA expr inh	HEK cytotox	GPT2 inh	3T3 cytotox	IP6K1 inhibitor	FLuc inh	HEK293 viab
O=C(O)C1CCc2nnc(C3CCCN(C(=O)c4cccc(Cl)c4)C3)n21 (configuration not stated)
 : 3%	4%	1%	-2%	9	nt	4%
CCOc1ccccc1-n1c(C)nc2cc(C(=O)O)ccc21
 : -17%	nt	nt	nt	-1	nt	6%
O=C(Cc1cnc[nH]c1=O)N1CCC2(CC1)[C@H](O)C[C@@H]2OCCO
 : 1%	3%	i	-9%	2	-6%	3%
Cc1cccc(-c2nc3c(cnn3-c3ccccc3)c(=O)n2-c2ccc(Br)cc2)c1
 : 58%[activator]	nt	nt	nt	-7	nt	8%
CC(=O)N1C[C@@H]2CCCN3CCC[C@@H]([C@H]23)[C@H]1CCCC(=O)N(C)Cc1ccc(N2CCOCC2)cc1
 : ?	1%	-16%	-15%	4	-3%	-4%
COc1ccc(-c2nc3c(c(=O)[nH]2)CCN(C(=O)c2ccc(OC)nc2)C3)cc1
 : -2%	-34%	-4%	2%	9	-3%	7%
COc1ccc(-c2nc3n(n2)CCN(C(=O)c2ccc(Cl)cc2)C3)cc1
 : ?	-6%	i	0%	-7	nt	-2%
COCCC(=O)N[C@@H]1CN(Cc2cccnc2)C[C@H]1CN(C)C
 : 17%	-4%	i	0%	4	-6%	-9%
Cc1ccc(NC(=O)c2c(C)oc3ncnc(N4CCCCC4)c23)cc1Cl
 : -14%	nt	nt	nt	45	nt	-2%
COCCN1CCNc2cc(Nc3cccc(N(C)C)c3)ncc2C1
 : 166%[activator][87.6 µM]	?	i	?	-6	?	-9%[87.6 µM]
Cc1nn(CC(=O)N2CCCCC2)c(=O)c2cc3occc3n12
 : 64%[activator]	nt	nt	nt	14	nt	?
CC(C)(C)c1ccc(C(=O)NC(Cc2c[nH]c3ccccc23)C(=O)OCC(=O)c2ccc(Br)cc2)cc1 (configuration not stated)
 : 21%	nt	nt	nt	44	nt	-18%
O=C(C1CCCC1)N1CCC2(CC1)CC(N(Cc1ccccc1)C1CC1)CCO2 (configuration not stated)
 : -4%	?	i	?	0	-7%	12%
COc1cc(CNC2CCCCC2)ccc1OCC(O)CN1CCSCC1 (configuration not stated)
 : -3%	-21%	i	-19%	9	-11%	-23%
O=C(Cc1cccc(F)c1)N1CCC(n2cnnc2-c2ccccc2)C1 (configuration not stated)
 : 5%	-15%	i	4%	12	-10%	9%
Cc1cc(C)nc(N2C[C@H]3OC(=O)N(CCc4ccc(F)cc4)[C@H]3C2)n1
 : -15%	-8%	-8%	-21%	-12	4%	8%
CC(C)c1nc2c(c(-c3ccc(Cl)cc3)n1)CCN(Cc1cccc3ccccc13)CC2
 : ?	?	4%	-29%	7	nt	0%
CNc1cc(C2CC(NC(=O)NCCc3ccccc3F)C2)nc(N)n1 (configuration not stated)
 : 5%	-5%	-3%	-21%	22	-1%	-17%
COc1cccc(CN2CC[C@@H]3C(=O)NCCCCCCN(Cc4ccncc4)[C@@H]3C2)n1
 : -4%	-12%	-1%	-15%	-1	7%	0%
COC[C@@H]1CN(Cc2ccc(F)cc2F)C[C@H]1C(=O)NC1CC1
 : -21%	1%	i	-10%	18	2%	7%

# Following part:
compound | SNCA expr inh | HEK cytotox | GPT2 inh | 3T3 cytotox | IP6K1 inhibitor | FLuc inh | HEK293 viab
Nc1nc(Nc2cccc(Cl)c2)sc1C(=O)c1ccc(F)cc1 | -13% | nt | nt | nt | -27* | nt | 2%
CN1C(=O)CC(C(=O)O)C12CCN(Cc1nc3ccsc3c(=O)[nH]1)CC2 (configuration not stated) | -5% | i | -4% | 0% | -13 | -5% | -2%
O=S(=O)(Cc1ccccc1)N1CCC(n2cnnc2C2CC2)CC1 | -2% | -13% | 1% | 0% | 4 | -2% | -6%
COc1ccccc1-c1nc(S(=O)(=O)c2ccccc2)c(N2CCC(C)CC2)o1 | 35%[activator] | nt | nt | nt | 18 | nt | -4%
CCCCS(=O)(=O)N1CCCC2(C1)Nc1cccnc1NC2=NCc1ccccc1 (configuration not stated) | 30%[activator] | -3% | ? | -3% | 3 | 16% | -9%
CCOC(=O)c1cc2c(=O)n3ccccc3nc2n(Cc2ccco2)c1=NC(=O)c1ccccc1OC | 5% | nt | nt | nt | -10 | nt | 8%
COCCOCc1nc(C2CCN(C(=O)NCc3ccccc3)CC2)no1 | 14% | i | i | 1% | -4 | 0% | 8%
CCCn1cnnc1CNC(=O)C1(Oc2ccc(Cl)cc2)CCNCC1 | -10% | -7% | ? | 0% | 9 | -2% | -6%
CCc1ccccc1NS(=O)(=O)c1ccc2[nH]cc(C(=O)N3CCCCC3)c(=O)c2c1 | -20% | nt | nt | nt | 4 | nt | 10%
CN(C)c1cc(N2CCCC(NC(=O)NCc3ccco3)C2)ncn1 (configuration not stated) | 15% | -3% | -17% | -21% | 4 | -11% | 2%
CCCCNc1cc(NC2CCCCC2)c2c3c(onc13)-c1ccccc1C2=O | -23% | nt | nt | nt | -1 | nt | -11%
CNC(=O)[C@@H](c1ccc(Cl)cc1)N1CCC[C@H]1C(=O)NCCOC | 8%[87.6 µM] | i | -10%[88.5 µM] | i | 19 | 3%[172 µM] | 2%[87.6 µM]
CC(C)N1C[C@H](O)C[C@H]1c1nnc2n1CCN(C(=O)CCc1nc3ccccc3s1)C2 | ? | i | i | i | -1 | 1% | 9%[12.5 µM]
CCc1ccccc1NC(=O)c1sc2nc3c(cc2c1N)CN(Cc1ccccc1)CC3 | ? | nt | nt | nt | 3 | nt | ?
C[C@@H](NC(=O)C1CC1)c1c(-c2ccc(Cl)cc2)noc1C(=O)O | -14%[87.6 µM] | i | -12%[88.5 µM] | -16%[138 µM] | 3 | 3%[172 µM] | 3%[87.6 µM]
CCC(Cc1ccccc1)NC(=O)Cn1ncc2c3ccccc3n(Cc3ccc(F)cc3)c2c1=O (configuration not stated) | 2% | nt | nt | nt | 14 | nt | 6%
COCC(=O)N1CCN(C(=O)c2nc3cccnc3n(Cc3ccccc3)c2=O)CC1 | 11% | i | i | i | -2 | nt | 4%[12.5 µM]
